From PubChem BioAssay
bCat nuc transl = modulators of beta-catenin nuclear translocation; 190,000 compounds, 0.3% hits; nuclear translocation activity, % at 5 µM; HeLa beta-catenin nuclear translocation, immunofluorescence imaging;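 active = nuclear translocation activity above 50% at 5 µM, with a well cell count of 50 or more; inconclusive = wells under 50 cells across six images, flagged as toxic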;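 note: per-cell ratio of nuclear to cytoplasmic median beta-catenin stain intensity; plate controls were DMSO negative control for no effect and GSK-3 inhibitor IX positive control for full effect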
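Test system: human HeLa cells, native beta-catenin. Compound dosing: 5 µM primary single dose, 0.1% DMSO, 0.02–20 µM confirmation series. Incubation: compound exposure 24 h at 37°C. Detection: beta-catenin immunostaining with DAPI counterstain, 20x imaging, 6 fields/well. Read-out basis: Nuclear/cytoplasmic beta-catenin signal ratio, % activation.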
T cell HTS = modulates CD8 T cell binding to vesicles; AID 2052; 330,000 compounds, 0.068% hits; calls only at 7 µM; 2C CD8+ T cell-vesicle binding, flow cytometry; active compounds read low;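 active = response, share of CD8 T cells binding vesicles, and their 90th percentile fluorescence all below set limits, cut at about 80% in these data, passing the limit was not always enough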
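material = purified 2C TCR transgenic mouse naive CD8+ T cells | controls = Unloaded micro-vesicles (low), QL9 vesicles with 0.7% DMSO (high) | detection = cytometric PE anti-B7-1 and Alexa647 anti-CD8 signals after 1% paraformaldehyde fixation | incubation = binding step 1.5 h, 37 °C, antibody labelling 20 min, ice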
Insulin prom up = MIN6 insulin promoter up-regulation; MIN6 insulin promoter-GFP reporter, high-content imaging; active compounds read high; z-score at 5 µM; 190,000 compounds, 0.3% hits;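 active = z-score above 3 at 5 µM with at least 500 cells counted in the well; inconclusive = wells under 500 cells, flagged as cytotoxic or low count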
Lipid droplet = modulators of hepatic lipid droplet formation. AML12 mouse hepatocytes, oleate lipid droplets, BODIPY imaging. inhibition, % at 6.5 µM. 240,000 compounds, 0.4% hits. AID 1656;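 active = lipid droplet intensity inhibited by at least 50%, with more than 500 cells counted; inconclusive = wells with under 300 cells, treated as cytotoxic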
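Material – mouse AML12 hepatocyte cell line, fixed after treatment · Compound dosing – one dose, 6.5 µM compound · Times – compound with oleate, overnight · Measured by – Image-based BODIPY and DAPI two-channel analysis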
PMI inhibitors = inhibitors of human PMI, primary screen, biochemical, fluorescence intensity, coupled assay (AID 1209); purified PMI enzyme, coupled fluorescence intensity; higher % means a stronger effect; inhibition, % at 20 µM; hits with a dose series show IC50 in µM; 190,000 compounds, 0.42% hits; in the data active = inhibition above about 50%;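 note: plate controls were DMSO vehicle for no effect and wells lacking substrate for full effect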
MT stabilizer = stabilizes microtubules in HeLa cells; 200,000 compounds, 0.83% hits; HeLa tubulin immunostaining HCS, 24 h; share of cells brighter than vehicle mean+2SD; % tubulin-high responders, % at 10 µM;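 active = plate Z-score above 3 for both tubulin-high and condensed-nucleus cell shares, with cell loss under 80%, at 10 µM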;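 note: anti alpha tubulin signal scored within the nucleus-defined area of each cell; some results filed as inactive read as strong as hits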
TNAP activation fold = human TNAP enzyme activators, primary screen, biochemical, luminescent, no phosphate acceptor, uHTS (AID 1001); purified TNAP, luminescent activation assay, no phosphate acceptor; higher activation fold means a stronger effect; one-dose activation fold at 20 µM; EC50 in µM for titrated hits; 200,000 compounds, 0.03% hits; in the data active = activation fold from about 3, or a potency from the dose series; inactive = the rest, 99 in 100 with activation fold below about 1.6; note: many of its hits are not listed in these tables
Dynein transport = dynein cargo transport inhibition; 3617.4 mouse cells, GR-EGFP nuclear translocation imaging; test concentration mostly 20 µM; stimulated with dexamethasone, 1 µM; active compounds read low; z-score, hits read low; 220,000 compounds, 0.47% hits; AID 1381;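 active = plate z-score of nuclear minus cytoplasmic receptor signal below a set negative limit, without overly bright fluorescence or cell loss, cut at about -3.5 in these data, passing the limit was not always enough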;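 note: z-score of nuclear minus cytoplasmic ring GR-EGFP intensity difference per well; some compounds called inactive have numbers as strong as hits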
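Buffer or medium: tetracycline-free induction medium containing charcoal-stripped FBS / Reagent: dexamethasone agonist, 1.0 µM final, for 30 min / Technique: automated 10x imaging of fixed Hoechst-stained cells / Times: induction 48 h, compound 1 h, agonist 30 min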
Myeloid diff 2 = myeloid differentiation induction | ER-HoxA9 myeloid progenitors, lysozyme-GFP differentiation, flow cytometry | calls only at 10 µM | 360,000 compounds, 1% hits;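 active = normalized GFP-positive differentiation at or above the plate's own cutoff, the solvent-only control mean plus 3 SD; inconclusive = no clear call, values can overlap the other calls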;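 note: cells exposed to compound for four days before flow analysis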
Dynein transport cytoplasmic EGFP = further read-out of Dynein transport, marked with its call; z-score; measured here: cytoplasmic GR-EGFP intensity; active compounds read high
Dynein transport nuclear GR-EGFP = second read-out of Dynein transport, no call of its own (marks repeat the call); z-score; measured here: nuclear GR-EGFP intensity;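 lower value marks the stronger effect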
Dynein transport cell count = second read-out of Dynein transport, no call of its own (marks repeat the call); z-score; measured here: cell count per field
Insulin prom up cell count = second read-out of Insulin prom up, no call of its own (marks repeat the call); cell count; measured here: cytotoxicity, nuclei count;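 total cells summed across four imaged fields per well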
Lipid droplet cells 6.5 µM = recorded beside Lipid droplet, whose call it bears; cell count; measured here: cell count, cytotoxicity flag;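 cells counted across two imaged fields per well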
bCat nuc transl cell count 5 µM = also measured in bCat nuc transl; calls as there; cell count; measured here: cell count, cytotoxicity flag
T cell HTS vesicle-bound % = also measured in T cell HTS; calls as there; double positive events, %; measured here: CD8+ vesicle-bound cell fraction;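 binding gate set so that unloaded-vesicle control wells show 10% double positive cells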
MT stabilizer Hoechst-high % = recorded beside MT stabilizer, whose call it bears; % Hoechst-high responders; measured here: nuclear condensation Hoechst responders;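 share of cells brighter than vehicle mean plus two SD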
MT stabilizer cytotoxicity % = recorded beside MT stabilizer, whose call it bears; toxicity, %; measured here: cytotoxicity by cell density;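 0% = mean cell density of plate MIN control wells and 100% = no cells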
Myeloid diff 2 GFP+ MAC1+ % = also measured in Myeloid diff 2; calls as there; GFP+ MAC1+ double positive, %; measured here: differentiation confirmed by MAC1 staining
Active calls of the source: *; i = inactive; ? = inconclusive; · = no result given; + = active, no number.

SMILES	bCat nuc transl	bCat nuc transl cell count 5 µM	T cell HTS	T cell HTS vesicle-bound %	Insulin prom up	Insulin prom up cell count	Lipid droplet	Lipid droplet cells 6.5 µM	PMI inhibitors	MT stabilizer	MT stabilizer Hoechst-high %	MT stabilizer cytotoxicity %	TNAP activation fold	Dynein transport	Dynein transport cytoplasmic EGFP	Dynein transport nuclear GR-EGFP	Dynein transport cell count	Myeloid diff 2	Myeloid diff 2 GFP+ MAC1+ %
O=c1[nH]c(/C=C2\C=Nc3ccccc32)c(O)n1Cc1ccccc1F	0.9	1509	i	54	1.1	1483	-68	356	20%	2.2	1.9	6.3	1.1	-1.3	-0.15	-0.75	0.75	i	3.0
N=c1n(CC(=O)c2ccc(Br)s2)c2ccccc2n1Cc1ccccc1	34	266	i	41	·	·	-24	683	·	·	·	·	·	3.5	0.47	1.7	-2.7	i	0.5
COc1cc(/C=N/NC(=O)c2ccccc2O)ccc1OC(=O)CC1SC(=O)NC1=O (stereo not drawn)	-3.5	1055	i	20	0.57	1284	18	754	·	·	·	·	·	-0.39	-0.13	-0.34	-0.086	i	0.5
COC(=O)CN(c1ccc2c(c1)OCCO2)S(=O)(=O)c1ccccc1	0.8	1185	i	37	0.56	1175	1	789	10%	1.9	1.7	1.3	1.1	0.91	-0.17	0.81	-1.4	i	1.1
COc1ccccc1NC(=O)NCCc1c[nH]c2ccccc12	0.6	1319	i	28	-0.36	1070	-13	690	·	·	·	·	·	-1.1	-0.26	-0.01	0.49	i	0.4
COc1cc(/C=N/NC(N)=S)ccc1OCC(=O)Nc1ccc(C)c(C)c1	-0.6	1280	i	22	-0.49	1197	-8	727	7%	3.8	2.5	7.1	1	-0.55	-0.25	-0.14	0.8	i	1.3
CC(C)CNC(=O)COC(=O)/C=C/c1ccccc1[N+](=O)[O-]	3.3	1192	i	36	-0.17	1220	-1	742	13%	2.4	1.4	4.4	1.1	0.5	-0.21	0.51	1.4	+	4.9*
O=C(CC1(O)C(=O)N(C/C=C/c2ccccc2)c2ccccc21)c1ccccn1 (stereo not drawn)	1.6	1201	i	41	0.75	971	·	·	1%	3.8	1.4	9.7	1	-0.54	-0.23	-0.05	0.57	?	·
CC(=O)c1ccc(NC(=O)c2cnn3c(C(F)F)cc(C4CC4)nc23)cc1	·	·	i	15	·	·	·	·	·	4.9	2.5	0.9	·	-0.24	-0.26	-0.76	1	i	0.2
COC(=O)C1=C(C)N(C)C(C)=C(C(=O)OC)C1c1ccccc1C	-1.0	1206	i	59	0.32	1451	·	·	-6%	1.3	1.3	7.4	1.1	-0.36	-0.21	0.17	0.12	i	0.5
COc1cc2c(cc1O)C(Cc1ccc(O)cc1)NCC2 (stereo not drawn)	·	·	i	25	0.64	1368	-3	680	3%	2.5	4.1	10	1	-0.62	-0.29	0.083	1	i	1.8
O=C(COc1ccc(Cl)cc1Cl)NC(=S)Nc1ccc(CN2CCOCC2)cc1	-0.5	1045	i	20	-0.35	1558	1	680	·	·	·	·	·	-1	-0.25	-0.54	0.97	i	0.3

Some of the entries above in a different format.
smiles,bCat nuc transl,bCat nuc transl cell count 5 µM,T cell HTS,T cell HTS vesicle-bound %,Insulin prom up,Insulin prom up cell count,Lipid droplet,Lipid droplet cells 6.5 µM,PMI inhibitors,MT stabilizer,MT stabilizer Hoechst-high %,MT stabilizer cytotoxicity %,TNAP activation fold,Dynein transport,Dynein transport cytoplasmic EGFP,Dynein transport nuclear GR-EGFP,Dynein transport cell count,Myeloid diff 2,Myeloid diff 2 GFP+ MAC1+ %
O=c1[nH]c(/C=C2\C=Nc3ccccc32)c(O)n1Cc1ccccc1F,0.9,1509,i,54,1.1,1483,-68,356,20%,2.2,1.9,6.3,1.1,-1.3,-0.15,-0.75,0.75,i,3.0
N=c1n(CC(=O)c2ccc(Br)s2)c2ccccc2n1Cc1ccccc1,34,266,i,41,·,·,-24,683,·,·,·,·,·,3.5,0.47,1.7,-2.7,i,0.5
COc1cc(/C=N/NC(=O)c2ccccc2O)ccc1OC(=O)CC1SC(=O)NC1=O (stereo not drawn),-3.5,1055,i,20,0.57,1284,18,754,·,·,·,·,·,-0.39,-0.13,-0.34,-0.086,i,0.5
COC(=O)CN(c1ccc2c(c1)OCCO2)S(=O)(=O)c1ccccc1,0.8,1185,i,37,0.56,1175,1,789,10%,1.9,1.7,1.3,1.1,0.91,-0.17,0.81,-1.4,i,1.1
COc1ccccc1NC(=O)NCCc1c[nH]c2ccccc12,0.6,1319,i,28,-0.36,1070,-13,690,·,·,·,·,·,-1.1,-0.26,-0.01,0.49,i,0.4
COc1cc(/C=N/NC(N)=S)ccc1OCC(=O)Nc1ccc(C)c(C)c1,-0.6,1280,i,22,-0.49,1197,-8,727,7%,3.8,2.5,7.1,1,-0.55,-0.25,-0.14,0.8,i,1.3
CC(C)CNC(=O)COC(=O)/C=C/c1ccccc1[N+](=O)[O-],3.3,1192,i,36,-0.17,1220,-1,742,13%,2.4,1.4,4.4,1.1,0.5,-0.21,0.51,1.4,+,4.9*
O=C(CC1(O)C(=O)N(C/C=C/c2ccccc2)c2ccccc21)c1ccccn1 (stereo not drawn),1.6,1201,i,41,0.75,971,·,·,1%,3.8,1.4,9.7,1,-0.54,-0.23,-0.05,0.57,?,·

More compounds:
SMILES	bCat nuc transl	bCat nuc transl cell count 5 µM	T cell HTS	T cell HTS vesicle-bound %	Insulin prom up	Insulin prom up cell count	Lipid droplet	Lipid droplet cells 6.5 µM	PMI inhibitors	MT stabilizer	MT stabilizer Hoechst-high %	MT stabilizer cytotoxicity %	TNAP activation fold	Dynein transport	Dynein transport cytoplasmic EGFP	Dynein transport nuclear GR-EGFP	Dynein transport cell count	Myeloid diff 2	Myeloid diff 2 GFP+ MAC1+ %
CCOCCn1c(CN2CCN(C)CC2)nc2c1c(=O)n(C)c(=O)n2C	4.2	1191	i	36	0.94	968	20	681	·	·	·	·	·	-1	-0.77	-0.3	-0.12	i	8.3
COc1ccc(C(=O)Nc2ccc(-c3cn4ccsc4n3)cc2)cc1S(=O)(=O)N1CCOCC1	-5.7	978	i	26	0.2	1178	·	·	0%	0.8	1.5	7.9	1.1	0.13	-0.16	0.11	0.22	i	2.3
CSc1nc2ccc(Nc3nc(N4CCOCC4)nc(N4CCOCC4)n3)cc2s1	0.0	1115	i	52	-1.2	1238	-3	675	7%	2.7	3.0	0.3	1.1	-0.57	-0.062	-0.098	-0.48	i	0.2
CCCc1ccc(OCc2ccc(C(=O)O)o2)c(OC)c1	0.0	1083	i	26	-0.39	1888	10	671	14%	3.1	1.7	4.5	1.1	1.2	-0.072	0.98	-1.3	i	1.0
O=C1OCCC1Sc1nnc(-c2ccc(F)cc2)n1Cc1ccccc1 (stereo not drawn)	-0.3	1031	i	28	0.46	1368	-4	630	-6%	2.5	4.2	12	1.1	1.5	-0.3	0.44	-0.61	i	1.0
CCOc1ccc(-n2ccnc2SCC(=O)Nc2nnc(CC)s2)cc1	-0.5	1317	i	49	-0.58	1681	·	·	-12%	4.2	3.6	5.2	1	-1.5	-0.27	-0.49	0.39	i	0.4
CCN(CC)S(=O)(=O)c1ccc(Oc2ccccc2)c(N)c1	-1.3	1038	i	36	-0.88	1235	-1	675	-3%	4.2	2.7	4.6	1.1	-0.14	-0.31	0.64	-0.83	i	0.1
O=C(NCC1CCCO1)c1ccc(C(=O)NCC2CCCO2)cc1 (stereo not drawn)	-0.3	1048	i	21	0.64	1756	-10	619	9%	2.5	2.8	9.4	1.1	0.84	-0.28	0.73	0.41	i	1.6
Cn1c(=N)n(CC(=O)c2ccc(Br)s2)c2ccccc21	·	·	i	36	-0.47	891	18	708	-6%	1.3	0.9	3.6	1.1	0.62	1.5	1.5	-1.6	i	1.0
COc1ccc(NC2=C(C(C)=O)C(c3ccccc3)C(C(C)=O)C(C)(O)C2)cc1 (stereo not drawn)	2.1	1193	i	25	0.41	1103	16	753	·	·	·	·	·	-0.89	-0.11	-0.11	0.25	i	0.6
COc1cc2c(cc1OC)C1=CC(=O)C(=O)N1C(C)(C)C2	9.6	1018	i	62	·	·	-29	763	-25%	9.2	1.6	7.2	1	-0.92	0.23	-0.19	0.19	+	15*
O=C(CN(C(=O)CNC(=O)c1ccco1)c1ccc2c(c1)OCCO2)NC1CCCC1	-0.1	1570	i	47	·	·	4	733	·	0.7	0.4	4.1	1.1	-0.12	-0.29	0.39	-0.21	i	0.4
O=C1OC(c2ccccc2)C2(CCCC2)C(=O)C12CCCC2 (stereo not drawn)	2.8	1068	i	22	·	·	9	791	0%	2.3	1.0	5.9	1.1	-0.53	-0.24	-0.35	0.77	i	0.8
CCc1ccc(CNc2ccc(O)cc2)cc1	·	·	i	32	·	·	-18	684	29%	2.9	2.8	9.8	1	-2.3	-0.067	-1.5	1	i	0.3
CCC(=O)NCCCNc1nc2c(C)cccc2cc1C#N	-2.1	1046	i	17	0	1675	7	707	-29%	5.6	1.7	6.3	1.1	0.12	-0.35	-0.19	-0.24	i	0.1
O=C(Nc1sc2c(c1C(=O)NCc1cccnc1)CCCC2)c1ccco1	·	·	i	47	-0.2	1346	-62	614	11%	3.9	2.1	2.4	1	0.02	-0.26	-0.0013	1.1	i	1.7
